Mm-Cpn inhibitor: inhibitors of Methanococcus maripaludis chaperonin (MmCpn) | purified Mm-Cpn ATPase, ADP Transcreener TR-FRET | Potency, µM (series often up to 76.9 µM), without a hit: at the highest dose activity, negative = inhibition, usual class: inhibitors | 0.031% of 330,000 active | AID 504842; further: potency means the concentration at half of the fitted maximal effect; on the % scale 0 is the no-effect control and ±100 the full control effect; nearly all actives have a fitted effect of over 80% in size
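ATPase read-out: TR-FRET ADP immunoassay (anti-ADP Eu cryptate vs ADP-d2), ex 320 nm, em 590/665 nm; signal drops as ADP forms. Enzyme 25 nM, ATP 10 uM, 30 min at 37°C after 10 min compound preincubation.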
Nrf2 activator: Nrf2 pathway activation; Potency, µM (top dose mostly 46.1 µM), without a hit: at the highest dose activation, actives largely listed as activators; AREc32 ARE-luciferase reporter (MCF7-derived line), luminescence, 24 h; 0.31% of 410,000 active; AID 624171; further: potency means the concentration at half of the fitted maximal effect; % of control where 0% means no effect; nearly all actives have a fitted effect of over 65% in size
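Steps: seed AREc32_Fluc cells (1000/well, 5% FBS OPTI-MEM); incubate overnight at 37 deg C; add 23 nL compound; incubate 24 hr; add Steady-Glo; hold 30 min RT; read luminescence.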
A549 viability: kills or reduces viability of A549 cells in Nrf2 counter-screen | AID 504648 | Potency, µM (top dose mostly 46 µM), for the others: at the top dose activity change, negative = cytotoxicity, usual class: inhibitors | 0.16% of 390,000 active | A549 ARE-Fluc cells, CellTiter-Fluor viability, 18-24 h; further: potency means the concentration at half of the fitted maximal effect; on the % scale 0 is the no-effect control and ±100 the full control effect
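Cytotoxicity counterscreen: CellTiter-Fluor fluorescence was measured in A549 ARE_Fluc cells after 18-24 h of compound exposure in a concentration series. The subsequent BugLite luminescent read reports ARE-luciferase activity.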
CCT chaperon mod: modulators of cytosolic chaperonin (CCT/TRiC) activity; 0.3% of 360,000 active; purified chaperonin ATPase assay, HTRF ADP detection, 30 min; AID 651819; activity change, % (concentration not given with the values), hits read low; in the data active means activity change below about -30%; further: on the % scale 0 is the no-effect control and ±100 the full control effect
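TRiC (40 or 20 nM final, by batch activity) in 30 mM Tris pH 7.4, 100 mM KCl, 5 mM MgCl2, 1 mM DTT was treated with compound at 76 uM single dose, then 10 uM ATP, 30 min at 37 °C. ADP was read by HTRF Transcreener.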
TGFb SMAD3 inh: blocks TGF-b signaling | HepG2 CAGA-GFP TGF-b/SMAD3 reporter, GFP fluorescence, 18 h; TGF-beta stimulated, 500 pg/mL final | Potency, µM (series often up to 46.1 µM), inactives show at the top dose activity, negative = inhibition, actives largely listed as inhibitors | 1.2% of 410,000 active | AID 588855; further: potency means the concentration at half of the fitted maximal effect; on the % scale 0 is the no-effect control and ±100 the full control effect; nearly all actives have a fitted effect of over 65% in size
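GFP signal (ex488/em500-530) from TGF-beta-stimulated HEPG2 CAGA-GFP cells, 500 pg/mL final, 18 h at 37 degrees C in DMEM plus 1% FBS, normalized to unstimulated and DMSO-stimulated controls.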
Nrf2 inh: Nrf2 pathway inhibition. Potency, µM (doses to about 46 µM), for the others: top-dose activity change, negative = inhibition, most hits filed as inhibitors. AID 504444. 2.1% of 360,000 active. A549 ARE-Fluc reporter, luciferase luminescence, 18-24 h; further: potency means the concentration at half of the fitted maximal effect; on the % scale 0 is the no-effect control and ±100 the full control effect; nearly all actives have a fitted effect of over 60% in size
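Cells were seeded and rested 2 h, then exposed to compounds for 18-24 h. CellTiter-Fluor was read first as a viability measure. BugLite was added 15 min before the final luminescent read of ARE-luciferase activity in A549 cells.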
S2 tox: reduces viability in counter-screen for ATXN expression inhibitors; S2 cells (HEK-293 line with an ATXN2-luciferase reporter) viability, CellTiter-Fluor protease fluorescence, 24 h; Potency, µM (top dose mostly 56.7 µM), hits mostly cytotoxic; 0.49% of 400,000 active; AID 651635; further: potency means the concentration at half of the fitted maximal effect; nearly all actives have a fitted effect of over 40% in size
pAkt inh: Akt phosphorylation inhibition; Neuro2A IGF-stimulated pAkt S473 HTRF, 20 min; active compounds read low; activity change, % for hits at 50 µM; 0.32% of 360,000 active; AID 651550; in the data active means activity change below about -80%; inconclusive means mostly about -51% to -80%; further: on the % scale 0 is the no-effect control and ±100 the full control effect
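Neuro2A cells in DMEM with 0.5% FBS, overnight at 37 deg C, given compound at single 50 µM final, then IGF (6 nM final) for 20 min at 37 deg C. Lysed; phospho-Akt Ser473 by HTRF after 24 h, 665/615 ratio.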
HepG2 viability: HepG2 cytotoxicity, counter-screen for TGF-b inhibitors; 0.76% of 410,000 active; Potency, µM (highest dose often 46.1 µM), without a hit: at the top dose activity change, negative = cytotoxicity, actives largely listed as cytotoxic; HepG2 CAGA-GFP viability, ATP luminescence, 18 h; AID 588856; further: potency means the concentration at half of the fitted maximal effect; some results filed as inactive show a strong effect at the top dose
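HepG2 CAGA-GFP cells (1000/well, DMEM with 1% FBS) received compound, then TGF-beta at 500 pg/mL final, and were incubated 18 hours at 37 degrees C. Viability was read by CellTiter-Glo luminescence. Media-only wells were set as complete cell-killing and DMSO as no toxicity.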
* = called active by the depositor; i = inactive; ? = inconclusive; / = not tested or not shown; & = joins results of further samples; [ ] = another dose, or the depositor's remark. Unless noted, the call rests on the fitted dose curve; in most records, active means well fitted curve in the direction sought with a large enough effect; inconclusive means small, poorly fitted or top-dose-only effect, or another doubt; inactive means no such curve, though single readings can be large; an effect the other way counts as inactive or inconclusive.

SMILES	Mm-Cpn inhibitor	Nrf2 activator	A549 viability	CCT chaperon mod	TGFb SMAD3 inh	Nrf2 inh	S2 tox	pAkt inh	HepG2 viability
CCCOc1ccc(-c2nonc2NC(=O)c2oc3ccc(Cl)cc3c2C)cc1OCCC	/	-0.7%	-16%	/	6%	-6%	i	/	1%
CC(C)c1ccc(/C=C/C(=O)CCC(=O)O)cc1	0%	2.7%[9.22 µM]	6%	0.3	0%	?	i	i	3%
COC(=O)c1ccc(CS(=O)(=O)c2ccccc2C)o1	0%	0.3%	1%	-3.4	-29%	-3%	i	i	3%
O=C(NCCC1CCCCN1S(=O)(=O)c1ccccc1)C(=O)NCc1ccc(F)cc1 (stereo unspecified)	-1%	0.0%	2%	0.1	-7%	4%	i	i	-11%
Cc1ccc(-c2cnc(C(O)c3cc(Cl)cc(Cl)c3)[nH]2)cc1 (stereo unspecified)	/	0.2%	/	-0.3	-21%	/	i	i	-55%
O=c1oc2ccccc2cc1-c1nnc(-c2cccc(Br)c2)o1	2%	6.6%	-7%	-1.6	21%	9%	i	i	-14%
COc1ccc(Br)cc1CNC(=O)C1CCN(c2nnc(N3CCCC3=O)s2)CC1	-1%	-0.4%	10%	2.2	6%	4%	i	i	5%
Cc1nn(-c2ccccc2)c(Cl)c1/C=N/NC(=O)c1cccc(S(=O)(=O)N2CCCC2)c1	2%	0.3%	10%	-1.0	?	-25%	i	i	-3%
COc1ccc2c(c1)sc1nc(=O)ccn12	-1%	2.5%	-5%	-6.1	-4%	-13%	i	i	6%
COc1ccc(-c2ccc(C3C4C=CCC(C)C4C(=O)N3Cc3ccccc3)c(F)c2)cc1 (stereo unspecified)	/	/	-8%	/	-13%	?	/	/	2%
CCOc1ccc(CN2CCN(c3ncnc4sc5c(c34)CC(C)CC5)CC2)cc1 (stereo unspecified)	/	0.0%	1%	/	3%	7%	i	/	24%
COc1ccccc1-c1cc(C(F)(F)F)nc(S(=O)(=O)CCCC(=O)Nc2cc(C)on2)n1	2%	6.3%	?	-1.2	-6%	-21%	/	i	-35%
O=C(NNC(=O)c1cc2cc(Br)ccc2oc1=O)c1ccc(O)cc1O	-2%	0.3%	-8%	-0.6	?	?	/	i	-19%
COc1ccc(Cn2c(SC)nc3ccccc32)cc1[N+](=O)[O-]	-2%	-0.8%	14%	0.3	?	?	i	i	-1%
COc1ccc(N2CCN(S(=O)(=O)c3ccc4c(c3)NC(=O)CC(=O)N4)CC2)cc1	-2%	0.0%	1%	2.0	-3%	11%	i	i	-1%
[O-]/[N+](=C\c1ccncc1)c1ccccc1	-2%	0.3%	-1%	0.1	-2%	7%	i	i	5%
Cn1cccc1P(=O)(c1cccn1C)c1cccn1C	1%	0.0%	2%	0.3	-4%	1%	i	i	3%
COc1ccc(S(=O)(=O)N2CCN(S(=O)(=O)c3ccc4c(c3)OCCO4)CC2)cc1	-1%	-0.1%	3%&3%&-11%	-0.7	?	16%&-6%&-2%	i	i	8%
Cc1cc(C)n(-c2nc(NC(C)(C)C)nc(NC(C)(C)C)n2)n1	4%	0.4%	0%	-0.8	22%	/	i	i	1%
CC(Oc1ccccc1[N+](=O)[O-])C(=O)N/N=C/c1ccoc1 (stereo unspecified)	2%	0.2%	2%	0.1	2%	0%	i	i	-4%
CC#CCN(Cc1ccco1)C(=O)C1CCC(=O)N(CCc2cccc(F)c2)C1 (stereo unspecified)	/	1.0%	/	-0.5	-1%	/	/	i	11%
COc1ccc(C(=O)Nc2ccnn2C2CCN(C(=O)c3cc(C)on3)CC2)cc1	2%	-0.1%	-11%	-1.5	-1%	26%	?	i	-14%
COc1cc(/C=N/NS(=O)(=O)c2ccc(C)cc2)ccc1OCc1cccc(C(=O)O)c1	1%	-2.4%	-7%	-0.9	-3%	?	i	i	-17%
Cc1cc(C)cc(-n2nnnc2SCC(=O)N2CCOCC2)c1	-2%	0.3%	1%	-2.3	3%	4%	i	i	1%
CN(C(=O)CSc1nc2ccccc2c(=O)n1-c1ccc(F)cc1)C1CCS(=O)(=O)C1 (stereo unspecified)	-6%	-0.6%	-12%	-1.7	-8%	-5%	?	i	2%
Continued:
SMILES	Mm-Cpn inhibitor	Nrf2 activator	A549 viability	CCT chaperon mod	TGFb SMAD3 inh	Nrf2 inh	S2 tox	pAkt inh	HepG2 viability
COc1ccc(/C=N\NC(=O)COc2ccc(Cl)cc2Cl)c(C(=O)O)c1OC	-2%	-0.5%	-3%	-6.5	-1%	22%	i	i	-14%
O=C(O)CSCC(=O)NCc1c(Cl)cccc1Oc1ccccc1	0%	3.6%	13%	2.3	15%	11%	/	i	-5%
Cn1c(=O)c2c(nc(N3CCCCCC3)n2Cc2cccc3ccccc23)n(C)c1=O	2%	-0.5%	23µM*	2.9	15%	?	i	i	10%
COc1cc(C(=O)NCCNc2nc3c(C)c(C)ccc3cc2C#N)cc(OC)c1OC	-3%	0.1%	15%	1.1	-16%	3%	i	i	-26%
Cc1ccc(-c2cc(C(=O)N/N=C/c3cccnc3)c3ccccc3n2)cc1C	/	5.0%	-2%	0.6	?	-13%	?	i	-93%
COc1ccccc1N1CCN(C(=O)c2ccc(S(=O)(=O)N3CCCC3)cc2)CC1	-1%	-0.6%	0%	-3.4	-5%	-25%	i	/	-1%
CN(C(=O)c1ccc2c(c1)N(Cc1ccccc1F)C(=O)c1ccccc1S2(=O)=O)C1CCCCC1	/	2.7%	-14%	/	?	-12%	i	/	-16%
COc1ccc(OC)c2[nH]c(=O)c(CCNC(=O)COc3ccccc3)cc12	-2%	0.1%	-2%	-1.4	-5%	15%	i	i	5%
COc1ccccc1NC(=O)C/C(C)=N/NC(=O)COc1c(Br)cc(Br)cc1OC	1%	2.6%	1%	-3.7	-29%	-7%	i	i	-26%
NCc1csc(Nc2ccc(C(=O)c3ccccc3)cc2)n1	/	6.3%	/	-1.5	-13%	/	i	i	-34%
COc1ccc(-c2cc(C(F)(F)F)nc(SCCC(=O)NCc3ccco3)n2)cc1	0%	0.9%	-6%	-0.1	1%	?	i	/	-46%
Cc1nc(/C(N)=N/OC(=O)c2c(-c3ccccc3Cl)noc2C)cs1	0%	8.4%	-12%	0.8	-4%	12%	i	i	-63%
COc1cccc(Cn2nnc3c(=O)[nH]c(C4CCCN(C(=O)c5ccc(C)cc5)C4)nc32)c1 (stereo unspecified)	/	0.7%	-2%	/	-11%	-18%	i	/	-15%
COc1ccc(-c2nc(-c3ccccc3)no2)c(OC)c1	0%	?	-9%	-4.8	0%	/	i	i	-61%
CCOC(=O)c1ccc(NC(=O)C2CC(=O)N(c3ccc(C(C)C)cc3)C2)cc1 (stereo unspecified)	/	0.1%	-5%	/	-5%	-6%	/	/	-2%
CCN(CC(=O)Nc1ccc(OC)cc1)C(=O)c1oc2c(Cl)cccc2c1C	-2%	4.2%	0%	-0.8	8%	-13%	i	i	-8%
CS(=O)(=O)N1N=C(c2ccco2)CC1c1ccccc1 (stereo unspecified)	1%	-0.8%	-6%	2.3	?	-1%	?	i	8%
CCCCn1c(SCC(=O)N2CCC(C)CC2)nc2ccsc2c1=O	1%	3.9%	4%	0.0	-25%	-13%	i	i	-20%
Cc1nc2ccn(Cc3ccco3)c(=O)c2cc1C(=O)N1CCN(c2ccc(F)cc2)CC1	/	13%	16%	/	-2%	?	/	/	3%
C=CCCC(=O)N1C[C@H]2CCN(C)[C@H]2C[C@H]1c1ccc(Br)cc1	/	-0.5%	/	0.0	?	/	i	i	-10%
Cc1onc(-c2c(F)cccc2Cl)c1C(=O)ONC(=O)c1ccccc1	-1%	-0.2%	1%	0.8	-18%	?	i	i	-5%
O=C(O)C1C2C=CC3(CN(Cc4ccncc4)C(=O)C13)O2 (stereo unspecified)	0%	1.6%	0%	3.7	-2%	14%	i	i	-18%
COCCn1c(SCC(=O)Nc2ccccc2)nnc1-c1ccoc1C	-1%	-0.3%	6%	-2.2	15%	9%	i	i	0%
COc1ccccc1CCNC(=O)C(=O)NCC(c1ccco1)S(=O)(=O)c1ccccc1 (stereo unspecified)	/	3.4%	15%	/	0%	/	/	/	-28%
COc1cccc(OCCNc2cc(N3CCCCC3)ccc2[N+](=O)[O-])c1	0%	0.7%	-1%	-0.4	-4%	-5%	i	i	-19%

3 of the entries above in order of the Mm-Cpn inhibitor value, highest first:
Molecule | Mm-Cpn inhibitor
Cn1c(=O)c2c(nc(N3CCCCCC3)n2Cc2cccc3ccccc23)n(C)c1=O | 2%
COc1ccccc1N1CCN(C(=O)c2ccc(S(=O)(=O)N3CCCC3)cc2)CC1 | -1%
COc1ccc(/C=N\NC(=O)COc2ccc(Cl)cc2Cl)c(C(=O)O)c1OC | -2%

(further entries)
SMILES	Mm-Cpn inhibitor	Nrf2 activator	A549 viability	CCT chaperon mod	TGFb SMAD3 inh	Nrf2 inh	S2 tox	pAkt inh	HepG2 viability
O=C(O)c1ccc(Cl)cc1NC(=O)C1CCCO1 (stereo unspecified)	/	-0.6%	-2%	-3.3	-2%	4%	i	?	-9%
CC(=O)Nc1ccc(S(=O)(=O)N2CCN(c3ncccn3)CC2)cc1	1%	-0.8%	-1%	1.1	-1%	-9%	i	i	-20%
COc1ccc(/C=C(\C#N)C(=O)N=CN(C)C)cc1	0%	0.2%	-8%	0.5	8%	-22%	i	i	20%
CCCCN1CC(C(=O)NC2CCCCC2)CC1=O (stereo unspecified)	-24%	0.1%	-5%	-2.6	3%	4%	i	i	7%
Cc1nn(C)c(Oc2cccc(Cl)c2)c1C(=O)O	-1%	-1.8%	2%	-1.8	-17%	6%	?	i	-2%
C/C(=N/NC(=O)CNC(=O)c1cccnc1)c1ccccc1	2%	-1.2%	-1%	1.4	-7%	-9%	i	i	3%
